# PG9 Ab binder: small molecules binding HIV-1 gp120 antibody PG9; inhibition, % at 6.7 µM; AID 624416; TR-FRET gp120-PG9 antibody binding; 360,000 compounds, 0.43% hits; in the data active = inhibition above about 8.5%
# hcDAF-12 act: activates DAF-12 receptor from parasite H. contortus; AID 652067; HEK293 hcDAF-12 lit1-tk-luc reporter, luminescence; 0% DMSO, 100% Δ7-dafachronic acid; activation, % at 6.8 µM; 370,000 compounds, 1.4% hits;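 active = activation above the mean of all tested compounds plus 3 SD, cut at about 5.5% in these data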;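 also: 100% = response to 3 µM Δ7-dafachronic acid high control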
# PLC-beta3 inh: inhibitors of human phospholipase C beta3; AID 720704; Purified PLC-beta3, fluorogenic substrate, fluorescence; inhibition, % at 12.2 µM; 370,000 compounds, 0.18% hits; in the data active = inhibition above about 11%;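 also: 0% = median of compound wells on plate and 100% = full blocker control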
# ssDAF-12 act: activators of S. stercoralis DAF-12 nuclear receptor. HEK293 ssDAF-12/GRIP1 lit1-tk-luc reporter, luminescence; % of 3 µM dafachronic acid response. activation, % at 6.8 µM. 370,000 compounds, 1% hits. AID 652126;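 active = activation above the mean over all tested compounds plus 3 SD, cut at about 0.9% in these data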;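 also: 0% = DMSO-only wells and 100% = 3 µM delta7-dafachronic acid wells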
# Rev-erbA mod: modulators of human Rev-erb alpha DNA binding. 370,000 compounds, 0.79% hits. Rev-erbα–FITC-DNA binding, fluorescence polarization, 90 min. P20393. activity, % at 10 µM. AID 1259318;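 active = activity above about 14%, limit read from the data; passing the limit was not always enough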;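 also: 0% = DMSO wells with 35 nM protein and 100% = DMSO wells with 750 nM protein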
# DAX1 inh-1: blocks DAX1 repression of SF-1 activated StAR promoter; HEK293T StAR-luciferase reporter, SF-1/DAX-1 repression relief; inhibition, % at 6.8 µM; 370,000 compounds, 1.1% hits; AID 652010;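 active = inhibition above the mean over all tested compounds plus 3 SD, cut at about 3.6% in these data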;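 also: 0% = DAX-1 cells with DMSO and 100% = cells lacking DAX-1 with DMSO; higher inhibition means more luminescence from relief of DAX-1 repression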
# HGIII-sPLA2 inh: Inhibits HGIII-sPLA2 liposome hydrolysis, primary screen. 370,000 compounds, 0.56% hits. QFRET BODIPY PC-A2 liposome hydrolysis, fluorescence. Q9NZ20. inhibition, % at 12.2 µM. AID 743126;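 active = inhibition above mean plus 3 SD of compounds lying within the high and low control bounds, cut at about 19% in these data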;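 also: 0% = median of test compound wells and 100% = no enzyme DMSO wells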
# Target sequence (Q9NZ20 whole entry, looked up): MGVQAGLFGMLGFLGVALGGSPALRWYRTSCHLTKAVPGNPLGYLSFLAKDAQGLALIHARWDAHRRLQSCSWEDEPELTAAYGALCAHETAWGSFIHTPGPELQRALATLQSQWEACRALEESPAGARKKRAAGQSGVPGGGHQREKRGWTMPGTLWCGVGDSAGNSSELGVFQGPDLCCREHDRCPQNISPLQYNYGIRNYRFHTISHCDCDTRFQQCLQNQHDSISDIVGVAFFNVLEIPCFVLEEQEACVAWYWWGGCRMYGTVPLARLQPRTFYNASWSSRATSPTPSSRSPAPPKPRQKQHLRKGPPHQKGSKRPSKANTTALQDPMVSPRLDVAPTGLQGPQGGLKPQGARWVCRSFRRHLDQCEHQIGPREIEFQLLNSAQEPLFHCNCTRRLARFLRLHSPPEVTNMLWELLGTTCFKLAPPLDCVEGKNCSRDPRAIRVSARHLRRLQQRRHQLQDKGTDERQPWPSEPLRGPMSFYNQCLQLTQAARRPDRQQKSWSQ
# FXN GAA850 act: frataxin GAA850 promoter activation; HEK293 lucGAA850 FXN promoter luciferase reporter, 24 h; percent of 10 µM SAHA response; 360,000 compounds, 0.56% hits; activation, % at 6 µM;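 active = activation above the average of all compounds screened plus 3 SD, cutoff fixed separately per campaign, cut at about 7.5% in these data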;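 also: 0% = DMSO wells and 100% = 10 µM SAHA wells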
# SMARCA2 act: SMARCA2 function activation, primary screen; 370,000 compounds, 1% hits; AID 652017; activation, % at 9.1 µM; MG213 cells, MMTV-luciferase reporter, dexamethasone, overnight; in the data active = activation above about 7.8%;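 also: 0% = vehicle wells and 100% = reference activator wells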
# hgDAF-12 ag: activates the H. glycines DAF-12 receptor ligand-binding domain; HEK293 GAL4-hgDAF12 UAS-luciferase reporter, agonist luminescence; normalized to butyrate control; 370,000 compounds, 1.8% hits; activation, % at 6.8 µM;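 active = activation above a cutoff set at the mean of all screened compounds plus 3 SD, cut at about 10% in these data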;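 also: 0% = DMSO wells and 100% = sodium butyrate wells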
# DAX1 inh-2: NR0B1 (DAX1) inhibition. P51843. HEK293 Gal4-DAX1 luciferase reporter, luminescence. inhibition, % at 6.75 µM. AID 504766. 340,000 compounds, 0.99% hits;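 active = inhibition above the mean over all tested compounds plus 3 SD, cut at about 4.2% in these data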;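 also: 0% = DAX1-transfected cells with DMSO and 100% = empty-vector control cells with DMSO; inhibition shows as a rise in luminescence from relieved DAX1 repression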
# Target sequence (P51843 207-470 limits assumed): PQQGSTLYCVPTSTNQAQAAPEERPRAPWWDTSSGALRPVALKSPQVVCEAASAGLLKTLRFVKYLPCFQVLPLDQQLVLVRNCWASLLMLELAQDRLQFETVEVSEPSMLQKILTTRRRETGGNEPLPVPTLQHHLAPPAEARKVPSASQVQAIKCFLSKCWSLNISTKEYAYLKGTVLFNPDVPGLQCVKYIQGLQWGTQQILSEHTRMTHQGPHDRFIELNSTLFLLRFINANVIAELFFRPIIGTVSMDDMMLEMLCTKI
# * = called active by the depositor; . = no result given. An excerpt; rates above refer to the full screens.
Compound,PG9 Ab binder,hcDAF-12 act,PLC-beta3 inh,ssDAF-12 act,Rev-erbA mod,DAX1 inh-1,HGIII-sPLA2 inh,FXN GAA850 act,SMARCA2 act,hgDAF-12 ag,DAX1 inh-2
O=C1CCCN1c1ccc(S(=O)(=O)O)cc1 (tested in a mixture with another compound),-3.3,-2.6,4.3,0.2,-5.4,0.1,-3.0,1.5,-3.3,-0.2,1.2
Cc1c2cnn(CC(=O)N3CCC4(CC3)OCCO4)c(=O)c2c(C)n1Cc1ccc(F)cc1,0.0,-2.3,-2.9,-1.7,-2.1,-0.3,4.8,0.8,-1.1,-0.5,-1.5
O=C(O)c1ccccc1N=Nc1c(O)[nH]c(=O)[nH]c1=O,-2.8,0.1,-7.9,-1.0,7.1,-0.2,2.2,1.1,-4.3,-1.7,2.1
Cc1ccc(Cn2nc(C(=O)Nc3ccc(Br)cc3)cc2C)cc1,-0.5,-1.6,-2.5,-1.4,0.7,-1.3,9.7,2.1,-3.8,-3.9,-3.5
CC1(C)CC(n2[nH]c(=O)c3c2NC(=O)CSC3c2ccccc2)CCO1 (configuration not stated),-0.4,0.5,10.0,-0.6,4.3,0.3,8.8,-2.0,-0.9,-1.5,-0.1
Cc1ccc(S(=O)(=O)N2CCCC(C(=O)N3CCC4(CC3)OCCO4)C2)cc1 (configuration not stated),-1.1,-0.4,1.2,-1.5,-0.1,-0.1,1.5,0.6,-3.4,-2.0,0.2
COc1cc(C(CN)CC(=O)O)ccc1O (configuration not stated),0.0,-1.1,-4.8,0.0,-1.7,-0.6,1.3,1.7,3.0,1.0,0.2
C1=C(c2c[nH]c3ccccc23)CCN(Cc2ccccc2)C1,-1.0,-1.5,-22.2,-0.9,0.7,-2.2,-4.2,-2.4,-5.9,-5.8,-4.1
NC(N)=N/N=C/c1ccc(N2CCOCC2)cc1,1.7,-1.5,-66.7,-1.5,3.2,-0.9,8.1,-3.6,0.0,0.1,-0.8
CCC[C@H](N[C@@H](CCC)[C@H](O)c1ccccc1)[C@H](O)c1ccccc1,-0.8,1.9,-6.4,-1.6,-1.9,0.6,-1.3,-6.3,3.3,2.8,1.7
CN1CCC2(CC1)NC(=O)C1=C(CN(C)CC1)N2,0.3,-0.5,0.1,-0.8,4.2,0.6,4.5,-0.7,-2.0,-0.3,-0.5
CCN1C(=O)C(=Cc2cc(C)n(C3CC3)c2C)C(=O)N(CC)C1=S,-0.5,-0.8,-8.9,-1.2,-3.0,-0.2,6.7,0.9,-3.5,2.0,1.5

# 2 compounds drawn at random from the list so far, as already listed:
Compound,PG9 Ab binder,hcDAF-12 act,PLC-beta3 inh,ssDAF-12 act,Rev-erbA mod,DAX1 inh-1,HGIII-sPLA2 inh,FXN GAA850 act,SMARCA2 act,hgDAF-12 ag,DAX1 inh-2
CN1CCC2(CC1)NC(=O)C1=C(CN(C)CC1)N2,0.3,-0.5,0.1,-0.8,4.2,0.6,4.5,-0.7,-2.0,-0.3,-0.5
C1=C(c2c[nH]c3ccccc23)CCN(Cc2ccccc2)C1,-1.0,-1.5,-22.2,-0.9,0.7,-2.2,-4.2,-2.4,-5.9,-5.8,-4.1

# Next results follow.
Compound,PG9 Ab binder,hcDAF-12 act,PLC-beta3 inh,ssDAF-12 act,Rev-erbA mod,DAX1 inh-1,HGIII-sPLA2 inh,FXN GAA850 act,SMARCA2 act,hgDAF-12 ag,DAX1 inh-2
COC(=O)C1=C(c2ccc(OCc3ccccc3)cc2)C[C@@H]2CC[C@H]1N2C(=O)NCc1ccc([N+](=O)[O-])cc1,-2.1,-1.8,5.6,-1.0,1.1,0.2,-0.3,-10.3,0.6,0.3,2.1
O=C(Nc1cccc(OC(=O)N2CCCCC2)c1)N1CCOCC1,-0.2,-0.6,-2.4,-2.2,4.0,0.6,-0.7,-1.1,-1.8,-0.6,0.8
Fc1ccc2c(c1)nnn2C1CCN(Cc2nnnn2CCc2ccccc2)CC1,-0.9,-0.2,0.8,-0.7,-6.6,0.2,-2.6,-2.3,-1.4,-2.4,-1.2
CCCCNS(=O)(=O)c1ccc(OCC(=O)N2CCN(Cc3ccc4c(c3)OCO4)CC2)cc1,-1.7,-4.7,-3.1,-2.0,6.4,-7.7,-15.0,-2.3,-1.9,-3.8,-1.0
COC(=O)C1=C(c2ccc(S(C)(=O)=O)cc2)C[C@@H]2CC[C@H]1N2C(=O)NCCCOC(C)C,2.7,-2.0,0.6,-1.3,8.2,0.5,7.0,0.5,-0.9,-1.7,0.6
COc1ccc2c(c1OC)C(=O)OC2c1c(O)n(C2CCCCC2)c(=O)[nH]c1=O (configuration not stated),1.1,0.2,-2.0,-0.5,5.4,-0.1,8.8,-0.2,-0.3,-0.5,0.9
Cc1c(C=C2C(=O)NC(=O)NC2=O)c(=O)n(-c2ccccc2)n1C,-1.0,3.1,-28.9,-1.8,-6.8,-0.3,-1.6,1.4,-2.8,2.5,0.9
O=[N+]([O-])c1ccc(N2CCOCC2)c2cccnc12,-2.1,-1.2,-1.3,-0.6,4.6,0.4,1.6,5.8,2.9,-1.8,0.6
O=C(N/N=C/c1c(O)n(CCc2ccc(F)cc2)c(=O)[nH]c1=O)c1ccncc1,0.1,0.3,-69.4,-1.9,3.1,-1.0,-13.0,0.6,-0.7,-0.7,-0.5
COc1ccc(NP(=O)(Oc2cccc(C)c2)Oc2cccc(C)c2)cc1OC,-2.5,-1.9,-4.9,-0.9,0.5,-0.1,-14.3,1.0,-2.5,0.0,-1.8
Cc1ccc(-n2c(=S)[nH]c3ccc(C)cc3c2=O)cc1,-0.7,-0.3,-18.0,-1.0,5.4,0.0,4.5,-2.1,5.4,-2.5,1.0
CN1CCCC(C(=O)c2ccc(Cl)cc2)C1 (configuration not stated),1.9,3.3,4.1,-1.1,0.2,0.2,-6.9,0.1,-1.2,-1.2,0.4
C(#CCN1CCCC1)CN1CCCC1,-1.8,1.1,-4.3,-1.1,-7.4,2.2,-0.9,1.0,-1.4,1.0,0.6
CC12CC[C@H]3[C@@H](CCC4(O)C[C@H](O)CCC34/C=N/NC(=O)c3ccc(O)cc3)C1(O)CCC2C1=CC(=O)OC1 (some centres not stated),0.9,-0.9,-6.1,-2.0,3.7,-0.4,-4.0,2.7,-0.8,-3.3,-0.3
Cc1cccc(-n2c(O)c(/C=C/C=Nc3ccccc3)c(=O)[nH]c2=O)c1,-3.4,-1.0,-6.2,-0.4,21.5,0.4,-41.0,4.1,1.8,0.4,-1.2
Cn1cc(Br)c(C(=O)Nc2ccc3c(C(F)(F)F)cc(=O)oc3c2)n1,0.3,0.3,-127.9,-1.1,15.1*,1.6,-0.1,-1.4,0.6,2.9,1.0
CCOc1cc(CN2CCN(C(=O)Cc3ccccc3)CC2)ccc1OC,-0.8,-1.3,-6.2,-1.3,-2.5,-0.2,-2.4,0.8,-1.6,0.2,-0.1
Oc1ccc(O)c2c1C1(Cl)C(Cl)=C(Cl)C2(Cl)C1(Cl)Cl,-0.7,-1.4,1.5,-0.6,12.6,-0.6,-27.1,1.4,-3.3,1.3,0.4
Cc1ccc(N2C(=O)NC(=O)/C(=C/c3ccc(-c4ccc(C(=O)O)c(Cl)c4)o3)C2=O)cc1,0.2,-0.8,-14.9,-1.6,-0.8,0.1,-13.6,0.5,1.1,2.1,0.2
CCOP(=S)(OCC)N1CCOCCOCCN(P(=S)(OCC)OCC)CCOCCOCC1,-0.2,0.1,0.4,-1.7,-5.0,-0.1,-11.8,-1.3,-0.2,2.2,0.1
O=c1[nH]c(O)c(N=Nc2ccc(S(=O)(=O)N3CCOCC3)cc2)c(=O)[nH]1,-3.3,-2.4,-2.2,-1.6,2.5,0.2,2.3,0.4,0.7,0.6,0.5
CC(=O)c1cccc(OCC(O)CN2CC=C(c3ccccc3)CC2)c1 (configuration not stated),-0.3,-2.0,2.5,-1.4,-1.7,0.1,-5.3,1.7,-1.8,-0.4,0.9
COC(=O)C1=C(c2ccccc2)C[C@@H]2CC[C@H]1N2C(=O)N1CCC(O)CC1,1.9,-0.4,1.8,-1.2,-4.8,0.5,9.6,0.3,-0.6,-0.5,-0.1
CC(C)=CCSc1nnc([C@@H](N)Cc2c[nH]c3ccccc23)o1,2.3,-2.3,-10.9,-1.2,-2.0,-0.7,-18.0,1.1,-3.1,0.3,1.0
CC(C)OP(=O)(OC(C)C)C(O)c1ccc(Br)cc1 (configuration not stated),-1.2,0.1,-0.7,-1.6,2.3,-0.4,17.0,2.1,-4.6,-1.6,1.0
O=c1cccc2n1CC1CC2CN(S(=O)(=O)c2ccccc2)C1 (configuration not stated),-0.6,-1.8,-1.4,-1.2,-0.4,0.6,14.7,0.6,-5.0,0.1,-0.6
Cc1nc2ccccc2c(=O)n1-c1ccc(F)cc1F,-1.7,-1.2,-3.1,-1.2,2.5,-0.4,-7.1,3.0,0.3,-1.5,-1.5
C[C@H]1CCC[C@H](O)CCCCCc2cc(O)cc(O)c2C(=O)O1,0.0,-3.0,3.0,-1.6,-3.9,-1.9,-11.2,-1.5,3.6,-4.3,-1.1
C=CCC1(Cc2ccsc2)C(=O)NC(=O)NC1=O,3.4,-1.4,-0.2,-0.8,-6.2,-0.4,2.6,0.0,-4.0,-0.6,0.1
CC/C(=N\N1CCCCCC1)c1c(O)n(-c2ccccc2C)c(=O)[nH]c1=O,0.1,-4.0,-0.1,-2.1,4.4,-1.3,-0.7,-0.4,-3.8,-2.5,-1.2
O=S(=O)(c1ccc(Cl)cc1)N1Cc2ccccc2-n2nncc2C1,-0.7,-1.3,-3.9,-1.2,0.5,-0.4,10.8,0.5,-7.4,-2.2,-0.5
CCN1CCC(O)(c2ccccc2)C(C(=O)c2ccccc2)C1 (configuration not stated),2.2,-0.2,7.4,-1.5,7.0,0.4,16.3,0.6,0.0,-0.5,0.5
C=C1N2CCC(CC2)C1(O)c1ccccc1C (configuration not stated),-1.5,-1.6,-1.5,-0.9,0.1,0.1,1.7,1.5,0.5,-1.0,0.3
CCCCn1c(O)c(/C=N/N2CCCCC2c2cccnc2)c(=O)[nH]c1=S (configuration not stated),-0.2,-1.0,0.9,-1.0,7.8,-0.2,11.5,-0.9,-3.7,-3.3,0.1
O=C1NC(=O)N(Cc2ccco2)C(=O)/C1=C/c1cccn1CCOc1ccccc1Cl,-1.0,-0.9,-12.8,-0.7,-0.7,-1.6,-19.7,1.3,1.7,1.3,0.0
CC12CC(=O)C3C(CCC4CC=CCC43C)C1CCC2=O (configuration not stated),1.7,-0.2,3.8,-1.1,3.4,-0.3,3.9,0.9,0.7,2.1,0.9
Cc1cccc(C)c1-n1nnnc1C(c1cccs1)N1CCC(n2c(=O)[nH]c3ccccc32)CC1 (configuration not stated),-0.6,-0.3,1.9,-0.2,6.3,-2.7,-5.7,.,-2.8,2.2,.
Cc1cc(C(=O)Nc2ccc3c(c2)OCCO3)nn1C(C)(C)C,-0.7,1.5,-5.1,-0.2,1.5,1.2,-0.7,6.0,0.6,7.5,5.7*
CCC(CO)Nc1ccc([N+](=O)[O-])c2cccnc12 (configuration not stated),-4.5,-1.0,0.4,-1.5,5.2,-0.7,-5.3,0.6,1.0,-1.4,0.9
